Screens (PubChem)
mHtt clearance: mutant huntingtin protein clearance | HeLa Exon1htt(103Q)mCFP, aggregate imaging; zero = plate's median compound well | inhibition, % at 1.5 µM | actives 0.42% (n = 47,000) | AID 853;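 active = inhibition of aggregate fluorescence above about 70%, also judged a hit by eye on the cell image, limit read from the data, passing the limit was not always enough; inconclusive = no rule stated for this call; inactive = not judged a hit on image review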;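 also: cells exposed to compound for three days before fixation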
mHtt clearance grain fraction: second read-out of mHtt clearance, no call of its own (marks repeat the call); fraction fluorescence in grains; measured here: aggregate grain fluorescence fraction; hits give low values;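 scaled fraction of total cell fluorescence in grains with unit not stated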
* hit, by the source's call; ? = inconclusive; . = no result given.

SMILES | mHtt clearance | mHtt clearance grain fraction
Cc1cc(C)c2c(c1)-c1c(ssc1=S)C(C)(C)N2C(=O)CSc1nncn1C | 22 | 29
O=C(NCCN1CCN(c2ccccc2F)CC1)c1cccn2c(=O)c3ccccc3nc12 | -24 | 53
COC(=O)Cc1c(C)c2ccc(OCC(=O)N3CCOCC3)cc2oc1=O | -94 | 38
COc1ccc(CNC(=O)c2cc(-c3ccco3)on2)cc1 | 16 | 18
C=COCCNC(=O)C1CC(=O)N(c2ccc(C)cc2)C1 (stereo unspecified) | -100 | 69
COc1ccc(Nc2cc(C)nc3nc(C)nn23)cc1Cl | 62 | 17
CCCCN(C)C(=O)C1CCN(Cc2ccc(OCc3ccccc3)cc2)CC1 | 43 | 11
Cc1ccnc2nc(C(=O)N3CCN(S(=O)(=O)c4ccccc4)CC3)nn12 | 32 | 25
O=C(CN1CCCCC1)N1c2ccccc2Sc2ccc(C(F)(F)F)cc21 | 25 | 15
COc1ccc(Cl)cc1N1C(=O)C2CCCN2C1c1ccc(F)cc1 (stereo unspecified) | 69 | 13
O=C1C(Cl)=C(Nc2ccccc2O)C(=O)N1c1ccccc1 | -50 | 65
Cc1cc(C)nc(N(C#N)CN2C(=O)c3ccccc3C2=O)n1 | -7 | 37
COC(=O)c1sc(NC(=O)C2CCCO2)c(C(=O)OC)c1C (stereo unspecified) | 10 | 16
CCOC(=O)C1=C(C)N=c2sc(=C(C)C)c(=O)n2C1c1ccc(N(C)C)cc1 (stereo unspecified) | 22 | 15
COc1ccc(C(C#N)N2CCOCC2)cc1 (stereo unspecified) | -44 | 26
CCOC(=O)c1[nH]c2ccccc2c1N=CN(C)C | 35 | 12
COc1ccc(C(C#N)C2(C)OCCO2)cc1OC (stereo unspecified) | 31 | 26
Cn1c(OCc2ccco2)nc2c1c(=O)n(Cc1ccc(Cl)c(Cl)c1)c(=O)n2C | -4 | 19
CCn1ncc(Cl)c1C(=O)Nc1cc(Cl)ccc1Cl | -25 | 25
COc1ccc(OC)c(S(=O)(=O)N(C)CC(=O)Nc2cc(Cl)ccc2OC)c1 | 21 | 15
CCOC(=O)CCCc1c[nH]c2ccccc12 | -59 | 60
c1ccc(Cn2ccnc2SCc2nnc(-c3ccccc3)o2)cc1 | 30 | 14
O=C(CSc1nnnn1Cc1ccccc1)NCC(=O)c1ccccc1 | 16 | 31
COc1ccc(N=c2oc3cc(O)ccc3cc2C(=O)NCC2CCCO2)cc1 (stereo unspecified) | -62 | 60
CCCCn1nnc(NC(=O)c2sc3cc(Cl)ccc3c2Cl)n1 | -68 | 34
O=c1n(Cc2ccccc2)c2cc(Cl)cnc2n1Cc1ccccc1 | -10 | 37
N#CCCN1CCN(S(=O)(=O)c2ccc(S(=O)(=O)NC3CCCC3)cc2)CC1 | 26 | 23
CN(CC(=O)Nc1ccccc1Cl)C(=O)COC(=O)CNC(=O)c1ccc(Br)o1 | -53 | 28
Cc1cc(C)n(-c2nc(NCc3cccnc3)c3c4c(sc3n2)COC(C)(C)C4)n1 | -47 | 55
CCC(=O)N1CCc2cc(S(=O)(=O)CCC(=O)NCc3ccc4c(c3)OCO4)ccc21 | 46 | 19
Cc1cc(C)c(NC(=O)CN2CCN3CCCC3C2)c(C)c1 (stereo unspecified) | -30 | 24
O=C(c1cnn2c(C(F)F)cc(C3CC3)nc12)N1CCc2ccccc2C1 | 6 | 19
O=C(COc1ccc(Cl)cc1Cl)NCc1ccco1 | 31 | 27
COC(=O)c1[nH]c2cc(C)ccc2c1NC(=O)CN1CCN(c2ccccc2OC)CC1 | 0 | 21
Cc1ccc(OCCC(=O)Nc2c(C)n(C)n(-c3ccccc3)c2=O)cc1 | 12 | 16
Cc1ccc(N2C(=O)C3ON(c4ccccc4)C(c4ccncc4)C3C2=O)cc1 (stereo unspecified) | 2 | 42
Cc1c(Cc2ccccc2)c(=O)oc2c(C)c(OCc3nn[nH]n3)ccc12 | -30 | 27
O=C(Nc1nc2ccc(S(=O)(=O)N3CCCCC3)cc2s1)c1ccncc1 | 16 | 14
O=C(CSc1ccc2c(c1)OCCO2)NCc1ccco1 | 7 | 32
COc1ccccc1NS(=O)(=O)N(C)C | -71 | 34
CCOC(=O)c1c(C)[nH]c(C(=O)OCC(=O)N2CCc3ccccc32)c1C | -1 | 37
COCCn1c(SCC(=O)Nc2nnc(C)s2)nnc1-c1c[nH]c2ccccc12 | -73 | 36
CCOc1ccc(C(=O)Nc2cc(C)on2)cc1 | -58 | 67
N=c1sc2ccccc2n1-c1ccccc1 | 11 | 18
Cc1ccc(C(=O)/C=C2/NC(=O)CS2)cc1 | -12 | 22
COc1ccc2c(CC(=O)Nc3nnc(C4CC4)s3)coc2c1 | 42 | 10
CCN1C(=O)/C(=C\N2CCCCCC2)SC1=S | -20 | 45
COc1ccc(N(CC(=O)O)S(=O)(=O)c2ccc(OC)c(OC)c2)cc1 | 1 | 22
CCOC(=O)C1=C(C)NC(=O)NC1c1ccc2c(c1)OCO2 (stereo unspecified) | 8 | 17
C(=N\c1nc2ccccc2n1CCN1CCOCC1)/c1cccs1 | -8 | 21

Next results
SMILES | mHtt clearance | mHtt clearance grain fraction
CCOC(=O)N1CCN(Cc2nc3c(c(=O)[nH]c(=O)n3C)n2Cc2ccccc2C)CC1 | 48 | 11
Cc1ccc(-n2ncc3c(N4CCC5(CC4)OCCO5)ncnc32)c(C)c1 | -5 | 39
COc1ccccc1N(C)S(=O)(=O)c1ccc(C(=O)OCC(=O)NCc2ccco2)cc1 | 30 | 24
CC(C)(C)c1cc(CN(CCO)CCO)cc(C(C)(C)C)c1O | -34 | 22
Cc1cc(=O)n2[nH]c(-c3ccc(F)cc3)cc2n1 | 32 | 22
CCc1nnc(NC(=O)c2ccc(COc3ccc(C)cc3)o2)s1 | -19 | 21
Cc1cccc(Cn2c(Sc3nc(C)cs3)nc3c2c(=O)[nH]c(=O)n3C)c1 | 31 | 26
CCOc1ccc(CCNC(=O)CN(C)S(=O)(=O)c2ccc3c(c2)CCC(=O)N3)cc1OCC | -36 | 52
c1ccc(-n2nnnc2SCc2cccc(CSc3nnnn3-c3ccccc3)n2)cc1 | -35 | 25
O=C(CN(Cc1ccc2c(c1)OCO2)C(=O)CNS(=O)(=O)c1ccccc1)NCC1CCCO1 (stereo unspecified) | 39 | 25
COc1cccc(-c2nnn(CC(C)=O)n2)c1 | -26 | 24
CCOC(=O)N1CCN(C(=O)CCCn2c(=S)[nH]c3ccccc3c2=O)CC1 | 13 | 16
CC(=O)Nc1ccc2[nH]c3ccccc3c2c1 | -16 | 21
CC(C)OCCCNC(=O)CCSc1ccc(Cl)cc1 | 22 | 18
COc1ccc(S(=O)(=O)N(C)CC(=O)Nc2ccccc2C(F)(F)F)cc1OC | 69 | 5.2
CCS(=O)(=O)N1CCN(C(=O)COc2ccc(-c3ccccc3)cc2)CC1 | -68 | 33
CSCC[C@@H](C(=O)NCc1cccs1)N1Cc2ccccc2C1=O | -120 | 115
N#CCCN(Cc1cccnc1)C(=O)Nc1ccc(Cl)c(Cl)c1 | 24 | 15
CCOC(=O)c1c(NC(=O)c2ccco2)n(C2CCCCC2)c2nc3ccccc3nc12 | -20 | 50
O=C(Cn1cc2c(n1)CCCC2)NCCc1ccccc1 | 31 | 21
CCOC(=O)N1CCN(C2=Nc3cccc4cccc2c34)CC1 | 17 | 31
Cc1cc(NC(=O)C2C3C(=O)N(Cc4ccc(Cl)cc4)C(C(=O)NC4CCCCC4)C34C=CC2(C)O4)no1 (stereo unspecified) | 22 | 31
COC(=O)Nc1ccc(S(=O)(=O)Nc2ccccc2F)cc1 | -40 | 56
COc1ccc(C2=Nn3c(nnc3-c3ccco3)SC2)cc1 | -3 | 22
O=C(NCCCN1CCOCC1)c1csc2c1CCCC2 | 29 | 24
O=C(NCc1cccnc1)C1CC(c2ccc(F)cc2)=NO1 (stereo unspecified) | 33 | 25
Cc1ccc(-n2c(C)nc3c(cnn3-c3ccc(F)cc3)c2=O)cc1C | -72 | 35
Fc1ccc(CSc2nc3ncccc3[nH]2)cc1 | -4 | 21
Cc1ccccc1OCC(=O)Nc1ccc(N2CCN(S(C)(=O)=O)CC2)cc1 | -60 | 67
CCN(CC)C(=O)CSc1nnc(-c2ccco2)n1Cc1ccco1 | -115 | 45
CCOc1ccc(CNC(=O)C2CCN(S(=O)(=O)CC)CC2)cc1OC | -40 | 30
CCN(CC)CC(O)COc1ccccc1C(=O)CCc1ccccc1 (stereo unspecified) | -49 | 67
COc1ccc(C)cc1-n1nnnc1SCC(=O)c1cc(C)n(Cc2ccco2)c1C | -14 | 38
COc1ccccc1NC(=O)CN1CCN(CC(=O)Nc2cc(NC(C)=O)ccc2OC)CC1 | -23 | 47
CCOc1cc(S(=O)(=O)N2CCN(c3ccc(F)cc3)CC2)c(OCC)cc1-n1cnnn1 | -76 | 37
CN(CC(=O)NC1CCCCCCC1)S(=O)(=O)c1cccc2cccnc12 | 21 | 41
O=C(CN1C(=O)c2cccc3cccc(c23)C1=O)N1CCN(Cc2ccc3c(c2)OCO3)CC1 | 12 | 31
COc1ccc(-n2c(SCCC(=O)O)nnc2-c2ccncc2)cc1 | -40 | 27
CCOc1ccc(N2C(=O)CC(n3nc(C)cc3C)C2=O)cc1 (stereo unspecified) | 12 | 17
Cc1cc(NC(=O)CSc2nc3c(c(=O)n(C)c(=O)n3C)n2C(C)C)no1 | -12 | 42
CC1CCN(Cc2nc(-c3ccccc3)no2)CC1 | 65 | 11
Cc1ccc(NC(=O)Cc2nn(C)c(=O)c3ccccc23)cc1F | 13 | 20
COc1ccccc1Nc1nc(N)nc(-c2cc3ccccc3o2)n1 | 20 | 17
COC(=O)c1ccc(Sc2ccc(F)cc2)c(N)c1 | 24 | 12
CCOc1cc(S(=O)(=O)N(CC)CC)c(OCC)cc1-n1cnnn1 | 69 | 12
CCOCCSc1nnc2nc(C)cc(C)n12 | -42 | 29
CCOC(=O)c1oc2ccccc2c1NC(=O)c1ccccc1OC | -42 | 51
C=CCn1c(COc2ccccc2)nnc1SCc1ccc(C#N)cc1 | 54 | 8.3
CN1C(=O)C2(c3ccccc31)C1CCCC=C1C(C#N)=C(N)C2(C#N)C#N (stereo unspecified) | 37 | 13
Cc1ccc(N(CN2C(=O)C3CC=CCC3C2=O)C(=O)c2ccco2)cc1Cl (stereo unspecified) | -75 | 61

Retrieved one by one from the entries so far (2):
SMILES | mHtt clearance | mHtt clearance grain fraction
CCOc1cc(S(=O)(=O)N(CC)CC)c(OCC)cc1-n1cnnn1 | 69 | 12
COc1ccccc1Nc1nc(N)nc(-c2cc3ccccc3o2)n1 | 20 | 17

A different layout for part of the listing above.
SMILES	mHtt clearance	mHtt clearance grain fraction
CC1CCN(Cc2nc(-c3ccccc3)no2)CC1	65	11
Cc1ccc(NC(=O)Cc2nn(C)c(=O)c3ccccc23)cc1F	13	20
COc1ccccc1Nc1nc(N)nc(-c2cc3ccccc3o2)n1	20	17
COC(=O)c1ccc(Sc2ccc(F)cc2)c(N)c1	24	12
CCOc1cc(S(=O)(=O)N(CC)CC)c(OCC)cc1-n1cnnn1	69	12
CCOCCSc1nnc2nc(C)cc(C)n12	-42	29
CCOC(=O)c1oc2ccccc2c1NC(=O)c1ccccc1OC	-42	51

Following part
SMILES | mHtt clearance | mHtt clearance grain fraction
CCn1c(SCCC(=O)Nc2ccccc2)nnc1-c1ccc(OC)cc1 | -45 | 30
O=C(CSc1nnc(-c2cccnc2)o1)OC1CCCCC1 | -65 | 30
CCN(CC)c1nc(C)c(C(C)=O)cc1C#N | 15 | 27
O=C(NCc1ccco1)c1scc2c1OCCO2 | 23 | 30
CCOC(=O)c1c(NC(=O)Cc2cccs2)sc(C(=O)N2CCCCC2)c1C | -28 | 21
COc1ccc(C)cc1NC(=O)CC(O)(C(F)(F)F)C(F)(F)F | -13 | 35
O=C(CCN1CCc2ccccc2C(c2ccccc2)C1)c1ccc2c(c1)OCCO2 (stereo unspecified) | -12 | 31
CCc1[nH]nc2c1C1(CCOC1C)C(C#N)=C(N)O2 (stereo unspecified) | -33 | 48
CCN(CC)S(=O)(=O)c1cccc(-c2nnc(SCCCC(=O)c3ccc(F)cc3)o2)c1 | -22 | 35
O=C(Nc1nc2nc(-c3ccccc3)cc(-c3ccccc3)n2n1)c1ccco1 | 40 | 13
O=C(NC1=NCCS1)c1cccc(NC(=O)c2ccco2)c1 | 2 | 16
CCC(C)(C)n1nnnc1C(c1ccc(OC)c(OC)c1)N1CCN(c2ccc(OC)cc2)CC1 (stereo unspecified) | -12 | 37
CCC(c1nnnn1Cc1ccco1)N(Cc1ccccc1OC)Cc1cc2cc(C)ccc2[nH]c1=O (stereo unspecified) | 50 | 9
CN(C)c1ccc(C(=O)N2CC(=O)N(CCc3ccccc3)C(=O)C2)cc1 | 38 | 13
CNC(=O)c1nnc(Cc2ccc(Cl)cc2)o1 | 43 | 23
O=S(=O)(NCCc1csc(-c2ccccc2)n1)c1ccc2c(c1)OCCO2 | -5 | 19
CCOCCCNC(=O)c1ccc2c(c1)OCO2 | -7 | 20
CCNS(=O)(=O)c1ccc(OCCNS(C)(=O)=O)cc1 | -52 | 30
O=C(CCC(=O)OCC(=O)c1ccc(F)cc1)NC1CCCCC1 | 15 | 20
COc1ccc(OC)c(NC(=O)c2ccc(NC(C)=O)cc2)c1 | 6 | 36
O=C(CSc1nnc(-c2ccccc2)o1)Oc1ccc(Br)cc1 | -10 | 22
CC(C)NC(=O)NC1C2CC3CC(C2)CC1C3 (stereo unspecified) | -32 | 27
CCOC(=O)c1cc2c(c(CSc3nc4ccccc4c(=O)n3Cc3ccco3)c1)OCOC2 | ? | .
CN(C)CCCN1C(=O)c2oc3ccc(Cl)cc3c(=O)c2C1c1cccnc1 (stereo unspecified) | 52 | 15
COC(=O)c1sccc1NC(=O)c1c(C)noc1C | -21 | 20
O=C(NCC12CC3CC(CC(C3)C1)C2)c1nc2ncccn2n1 | -13 | 39
COc1ccccc1C(=O)Nc1ccc2oc(-c3ccc(F)cc3)nc2c1 | -73 | 35

An excerpt. The share of hits here may be higher or lower than overall.
